# High-throughput results from PubChem.
# CHT allo act: human CHT allosteric activation; CHT-expressing cells, membrane potential dye, choline EC20; active compounds read high; LV-AA mutant CHT in HEK293 cells; 0.49% of 310,000 active; Q9GZV3; B-score at 10 µM;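 active = initial fluorescence not abnormally high and integrated response B-score, plate-corrected, over 3 SD above library mean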
# Target sequence (Q9GZV3 whole entry, looked up): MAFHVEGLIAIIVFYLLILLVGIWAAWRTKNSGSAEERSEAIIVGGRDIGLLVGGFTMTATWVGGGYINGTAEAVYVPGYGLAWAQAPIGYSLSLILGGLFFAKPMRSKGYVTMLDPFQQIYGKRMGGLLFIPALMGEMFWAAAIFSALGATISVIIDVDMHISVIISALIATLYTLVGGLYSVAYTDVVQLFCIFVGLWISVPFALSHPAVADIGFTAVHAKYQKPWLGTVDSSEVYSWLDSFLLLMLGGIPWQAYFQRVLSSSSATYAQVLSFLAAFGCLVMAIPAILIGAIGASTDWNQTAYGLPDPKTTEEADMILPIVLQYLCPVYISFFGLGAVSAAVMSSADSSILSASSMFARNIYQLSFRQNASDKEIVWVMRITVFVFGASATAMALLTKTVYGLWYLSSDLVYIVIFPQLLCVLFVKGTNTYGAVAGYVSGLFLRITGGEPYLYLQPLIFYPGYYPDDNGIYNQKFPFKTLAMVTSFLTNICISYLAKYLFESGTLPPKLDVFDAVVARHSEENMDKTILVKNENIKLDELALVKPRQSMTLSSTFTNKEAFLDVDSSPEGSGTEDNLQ
# OX1R antag: human HCRTR1 antagonism; inhibition, % at 5 µM; O43613; AID 434989; CHO/OX1R cells, Fluo-8 calcium fluorescence, orexin A; 0.43% of 330,000 active;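 active = inhibition above its plate's threshold, mean inhibition of all tested compounds on the plate plus 3 SD, cut at about 37% in these data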;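 note: 0% = orexin A challenge wells and 100% = SB-334867-A antagonist wells; not every result past the cut was called active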
# Target sequence (O43613 whole entry, looked up): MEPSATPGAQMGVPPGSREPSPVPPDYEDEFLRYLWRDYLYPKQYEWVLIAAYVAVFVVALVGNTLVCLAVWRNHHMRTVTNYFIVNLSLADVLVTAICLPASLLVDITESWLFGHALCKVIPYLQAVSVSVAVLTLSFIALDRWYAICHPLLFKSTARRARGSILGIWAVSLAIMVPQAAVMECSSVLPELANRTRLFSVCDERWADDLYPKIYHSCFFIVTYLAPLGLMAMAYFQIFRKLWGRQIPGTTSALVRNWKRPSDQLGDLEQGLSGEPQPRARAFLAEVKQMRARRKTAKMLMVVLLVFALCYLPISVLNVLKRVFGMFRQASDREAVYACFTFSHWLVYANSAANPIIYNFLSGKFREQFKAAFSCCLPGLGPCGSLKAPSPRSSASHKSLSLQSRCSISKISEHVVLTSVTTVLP
# * marks the source's active call; other numbers are inactive results; i = inactive; · = no result given.
SMILES,CHT allo act,OX1R antag
O=C(COC(=O)c1cnccn1)NC1CCCc2ccccc21 (stereo not given),·,-15
N#Cc1ccc(COC(=O)c2cnc3ccccc3n2)cc1,i,-12
O=C(NCCCN1CCCCC1)c1ccc2c(=O)n(CCc3ccccc3)c(=O)[nH]c2c1,i,-13
Cc1cc(N2CCN(C)CC2)ccc1NC(=O)c1ccc(-c2ccc(Cl)cc2)o1,i,-21
O=C(Cn1cccc1)N1CCN(c2ccc(F)cc2)CC1,i,-20
COC(=O)/C=C/c1oc2ccccc2c1C,i,-12
O=C(NCc1nnnn1-c1ccc(F)cc1)c1ccc([N+](=O)[O-])o1,i,-3
Cc1cc(C)c(NC(=O)CSc2nc(=O)n3cc(C)ccc3n2)c(C)c1,i,-12
CCOc1c(C#N)c(C#N)c2nc(C)cc(C)n12,i,-23
Cn1cc(C(=O)NCCN2CCN(c3cccc(Cl)c3)CC2)c2c3ccccc3n(C)c2c1=O,i,-25
O=C(O)c1ccc(S(=O)(=O)N2CCOCC2)o1,i,-9
Cc1cccc(OCc2nnc(SCC(=O)NC3CCCCC3)n2C)c1,i,-13
COC(=O)c1ccc(C(C2C(=O)CC(C)(C)CC2=O)C2C(=O)CC(C)(C)CC2=O)cc1,i,-15
Cc1ccc(SCCC(=O)OCC(=O)Nc2ccc(S(N)(=O)=O)cc2)cc1,i,-17
CCOC(=O)c1c(C)[nH]c(C(=O)CN2CC(C)OC(C)C2)c1C (stereo not given),i,-22
CCS(=O)(=O)NCC(c1cccnc1)N1CCN(c2ccccc2OC)CC1 (stereo not given),i,-18
COc1cccc(CNC2CCCc3ccccc32)c1OC (stereo not given),i,-27
CN(C)C1C(=O)c2ccccc2C1=O,i,4
CC(=O)Nc1ccc(S(=O)(=O)Nc2nc3ccccc3nc2-n2ccc(=NC(=O)c3ccccc3)cc2)cc1,i,-3
COc1ccc(S(=O)(=O)n2ccc(-c3ccc(OCCN(C)c4ccccn4)cc3)n2)cc1,i,0
CCOCC(=O)Nc1ccc([N+](=O)[O-])cc1C,i,-7
O=C(NCc1cnn(-c2ccccc2)c1)C1CCC(=O)N(C2CC2)C1 (stereo not given),i,-32
CC(C)[C@H](NC(=O)c1ccc(F)cc1)C(=O)N(C)Cc1cccs1,·,-4
COc1ccc(-c2csc(Nc3cc(C)ccn3)n2)cc1OC,i,-36
c1ccc(CN2CCOCCOCCOCCOCC2)cc1,i,0
N#CC1=C(SCC(=O)NC2CC2)NC(=O)C(C#N)C12CCCCC2 (stereo not given),i,-12
Cc1ccc(C)c(N2CCN(C(=O)C(Cc3ccccc3)n3cccc3)CC2)c1 (stereo not given),i,-41
CCCn1c(SCC(=O)N(CC)CC)nnc1-c1ccncc1,i,-15
O=C(Nc1ccccc1N1CCOCC1)c1ccc(N2CCOCC2)c([N+](=O)[O-])c1,i,-23
CC1CCN(c2nc3c(c(=O)[nH]c(=O)n3C)n2CC(C)CSc2nnnn2-c2ccccc2)CC1 (stereo not given),i,-17
O=C1CCN(Cc2ccccc2)S(=O)(=O)c2ccc(C(F)(F)F)cc21,·,-2
O=C(O)CCC(=O)NCc1ccc(F)cc1,i,0
CCOC(=O)c1c(NC(=O)COC(=O)CCOc2ccc(OCC)cc2)sc(C(=O)N(C)C)c1C,i,-21
O=c1ccn(-c2cccc(C(F)(F)F)c2)nc1-c1ccn(-c2cccc(Cl)c2)n1,i,-26
CC(C)=CCN1CCN(Cc2cn[nH]c2C2CCCCC2)CC1CCO (stereo not given),i,-23
CCCC(C(=O)Nc1ccncc1)c1ccccc1 (stereo not given),i,2
CCN(C(=O)c1ccc(NC(C)=O)cc1)c1ccccc1,i,-4
CCN1CCCC1CNS(=O)(=O)c1ccc(F)c(Cl)c1 (stereo not given),i,12
CCN(CC)c1ccc(C(=O)Nn2cnc3ccccc3c2=O)cc1,i,-32
CC(C)Cn1c(N)c(C(=O)COC(=O)c2nccnc2N)c(=O)n(C)c1=O,·,-13
O=C(c1cc(Cl)nc2ccccc12)N1CCN(S(=O)(=O)c2cccc(C(F)(F)F)c2)CC1,i,-13
CCOC(=O)CC1=NS(=O)(=O)c2ccccc2N1,i,-8
O=C(COC(=O)c1cc(S(=O)(=O)N2CCCC2)ccc1O)Nc1ccc(SC(F)F)cc1,·,22
C/C(=N\O)C(=O)Nc1ccccc1,i,-10
CCOC(=O)c1cnc2c(c(C)nn2CC)c1NC1CC1,i,-29
N#Cc1c(-c2ccccc2)[nH]c(=O)[nH]c1=O,i,-14
Cc1oc(-c2ccc(Cl)cc2)nc1CN1CCC(C(=O)NCc2cccnc2)CC1,i,0
CC(=O)c1cccc(NC(=S)NC(=O)c2ccc(C)cc2Cl)c1,i,-27
O=C(Nc1ncccc1O)c1ccc(OCC2CCCO2)cc1 (stereo not given),i,-16
C=CCOC(=O)/C(=C/c1ccco1)NC(=O)/C=C/c1ccccc1,i,-34
Cc1cc(N2CCC(C)CC2)nc(NCc2ccccc2)n1,i,-14
Cc1cc(OCCN2CC(C)OC(C)C2)ccc1[N+](=O)[O-] (stereo not given),i,0
CC(c1ccccc1)n1c(Cn2ncc3ccccc3c2=O)n[nH]c1=S (stereo not given),i,0
NS(=O)(=O)c1cccc(NC(=O)CSc2nc3ccc(Cl)cc3[nH]2)c1,i,1
Cc1nn2c(C)nc3sc4c(c3c2nc1=O)CC(C)(C)OC4,i,-25
Cc1cccc(-n2ncc3c2CCCC3NC(=O)C2CCOCC2)c1C (stereo not given),i,-9
O=C(CN1CCC(NC(=O)c2ccccc2F)CC1)Nc1ccc2c(c1)OCCO2,i,-17
CC(C)=N/N=C1/NC(=O)C(CC(=O)Nc2cc(Cl)ccc2C)S1 (stereo not given),i,-2
N#Cc1c(SCC(=O)N2CCCCC2)nsc1SCC(=O)N1CCCCC1,i,-34
CC(=O)c1cnc(Nc2nc(C)c3ccc(C)cc3n2)nc1C,i,-25

# Continuation.
SMILES,CHT allo act,OX1R antag
COCCn1cnc2c1c(=O)n(CC(=O)OCC(=O)NCCCc1ccccc1)c(=O)n2Cc1ccccc1,i,-16
COc1ccc(NC2=NCC(=O)N2c2ccccc2F)cc1,i,-19
CCOP(=O)(OCC)c1nc(-c2ccc(Br)cc2)oc1N1CCCCC1,i,-35
CN(C)c1cccc(NC(=O)CCc2ccccc2)c1,i,-17
Cc1ccc(-c2n[nH]c(=O)c3ccccc23)cc1S(=O)(=O)N(C)C,i,-21
Cc1ccn2c(NC3CCCCC3)c(-c3cccc(SC4CCCCC4)c3)nc2c1,·,-16
CCC(=O)NC(c1ccccc1)c1nc2ccccc2[nH]1 (stereo not given),i,-22
N#Cc1ccccc1OCC(=O)NCC(c1ccc(F)cc1)N1CCOCC1 (stereo not given),·,-37
COC(=O)c1[nH]c2c(c1C)C(=O)CC(c1cccs1)C2 (stereo not given),i,-15
Cn1c(N2CCC(C(N)=O)CC2)nc2c1c(=O)n(Cc1ccc(Cl)cc1)c(=O)n2C,i,-21
O=C(NCc1nc2ccccc2[nH]1)c1cccc(S(=O)(=O)N2CCOCC2)c1,i,-8
Cc1ccc(CN2CCSCC2)c(C)c1,i,7
COc1cccc2c1-c1c(O)cccc1C2=O,i,-6
CCCc1cc(=O)n2[nH]c(-c3ccc(Br)cc3)cc2n1,i,-27
CC1(C)Cc2ccccc2-c2nnc(SCC(=O)N3CCc4ccccc43)n21,i,-26

# Some of the entries so far, as tab-separated lines:
SMILES	CHT allo act	OX1R antag
CN(C)c1cccc(NC(=O)CCc2ccccc2)c1	i	-17
COCCn1cnc2c1c(=O)n(CC(=O)OCC(=O)NCCCc1ccccc1)c(=O)n2Cc1ccccc1	i	-16

# Next part.
SMILES,CHT allo act,OX1R antag
N#CCCN(C(=O)CN1C(=O)NC2(CCCC2)C1=O)c1ccccc1F,i,-14
COc1ccc(S(=O)(=O)N2CCN(CC(=O)Nc3ccccc3OC)CC2)cc1,i,-25
Nc1nc(SCC(=O)N2CCOCC2)n[nH]1,i,-15
CCCCc1nc(NCC2CCCO2)c(C#N)c2c1COC(C)(C)C2 (stereo not given),i,-30
COCCN1C(=O)N[C@@H](c2ccccc2)C(C(C)=O)=C1C,i,-6
CC(OC(=O)c1oc2ccccc2c1COc1ccccc1)C(=O)NC(N)=O (stereo not given),i,-15
CCOc1ccc(NCCC(=O)c2ccc3c(c2)OCO3)cc1,i,-3
Cc1cccc(-n2ncc3c2CCCC3NC(=O)CCc2cccnc2)c1C (stereo not given),i,-2
COc1c(F)c(F)c(C(=O)O)c(Nc2cc(C)cc(C)c2)c1F,i,-14
COc1ccc(OC)c(S(=O)(=O)N(C)CC(=O)N2CCc3ccccc3C2)c1,i,-36
c1ccc(-c2n[nH]c3c2CCC3)cc1,i,-16
CCOc1ccc(NC(=O)C2CCCCN2S(=O)(=O)c2ccccc2)cc1 (stereo not given),i,-10
O=C(Cn1cc2c(n1)CCCC2)NCCCN1CCN(Cc2ccccc2)CC1,i,-10
CN(CCCC(=O)NC1CC(C)(C)NC(C)(C)C1)S(=O)(=O)c1ccc([N+](=O)[O-])cc1,i,-5
CCN(CC(=O)Nc1ccc2c(c1)OCCO2)C(=O)c1cccc(OCC(C)C)c1,i,-20
Cc1[nH][nH]c(=O)c1C(c1c(C)[nH][nH]c1=O)c1cn(Cc2ccc(Cl)c(Cl)c2)c2ccccc12,i,-20
COc1ccc(C(=O)N2CCCC(CNC(=O)c3ccccc3Cl)C2)o1 (stereo not given),i,-17
Cc1ccc(NC(=S)NC2CCCCC2)cc1S(=O)(=O)N(C)C,i,-22
CC1CCN(S(=O)(=O)c2ccc(NC(=O)Cn3nnc(-c4ccccc4F)n3)cc2)CC1,i,-20
COc1ccc2nc(Cl)c(C3CC(c4ccco4)=NN3C(=O)CCC(=O)O)cc2c1 (stereo not given),i,-3
COc1ccccc1-n1c(SCC(=O)N2CCOCC2)nc(O)cc1=O,i,-6
CCn1cc(CN2CCCC(C(=O)Nc3cccc(-n4cccn4)c3)C2)c(C)n1 (stereo not given),i,-28
O=C(CSc1ccc2nnc(CCNC(=O)c3ccccc3)n2n1)Nc1ccccc1,i,3
Cc1cc(NC(=O)COC(=O)C2CC(=O)N(c3ccc(Cl)cc3)C2)no1 (stereo not given),i,-11
N#CCC(=O)Nc1ccc(C(=O)OCC(=O)NC(=O)Nc2ccc3c(c2)OCCO3)cc1,·,-9
O=C(C[n+]1ccccc1)N1CCCc2ccccc21,i,-5
C[C@@H](O)C1NC(=O)[C@H](CCCCN)NC(=O)c2cc([N+](=O)[O-])cc(I)c2NCCC[C@@H](C(N)=O)NC1=O (stereo not given in full),i,-14
COc1ccc(C(=O)N2CCN(c3nc4cc(C)ccc4cc3C#N)CC2)c(OC)c1,i,-20
COc1cc(/C=C/C(=O)OCC(=O)c2c(N)n(C)c(=O)n(C)c2=O)ccc1OC(F)F,i,-23
Cc1oc(C(C)(C)C)cc1C(=O)Nc1cccc(/C=C/C(=O)O)c1,i,-3
CN1CCN(S(=O)(=O)c2ccc(Cl)cc2)CC1,i,-8
Cc1cccc(NC(=O)CSc2ncnc3nc[nH]c23)c1,i,-17
CCc1cc(=O)oc2c(C)c(OC(C)C(=O)NCCCN3CCOCC3)ccc12 (stereo not given),i,-17
C=CCNC(=O)c1ccccc1NC(=O)c1ccccc1C,i,-26
CC1C/C(=N/N=C2/NC(=O)CS2)CC(C)(C)C1 (stereo not given),i,-8
CN(C)C(CNC(=S)Nc1ccc(F)cc1)c1cccnc1 (stereo not given),i,-5
Cc1csc(SCC(=O)Nc2ccc(S(=O)(=O)N3CCCC3)cc2)n1,i,-12
CCOC(=O)Cc1csc(NC(=O)c2ccc(S(=O)(=O)N3CCCCC3)cc2)n1,i,-13
Cc1ccc(C)c(NC(=O)CN(C)C(=O)c2ccc(S(=O)(=O)N(C)c3ccccc3)cc2)c1,·,-4
O=C(C(=S)N1CCOCC1)c1c[nH]c2ccccc12,i,3
O=C(COc1ncnc2sccc12)N1CCc2ccccc2C1,i,-20
COc1ccc(NC(=O)c2ccc(OC(=S)N(C)c3ccc(OC)cc3)cc2)cc1,i,-11
CCNC(=S)N=Nc1c(O)[nH]c2ccc(C(C)C)cc12,i,-30
Cc1ccc(S(=O)(=O)NC(=O)Nc2c(C)n(C)n(-c3ccccc3)c2=O)cc1,i,-17
O=C(OCc1nnc(-c2ccccc2Br)o1)c1ccco1,·,4
CCOC(=O)NC(c1ccccc1)C1CCCCC1=O (stereo not given),i,-8
CCCCCN1C/C=C\C(c2ccc(OC)cc2)N(Cc2ccc(F)cc2)C(=O)C1 (stereo not given),i,-30
COc1cccc(/C=C2\CCCCC2=O)c1,i,-9

# Of the compounds above, these contain a Cl atom:
SMILES,CHT allo act,OX1R antag
Cc1cc(N2CCN(C)CC2)ccc1NC(=O)c1ccc(-c2ccc(Cl)cc2)o1,i,-21
Cn1cc(C(=O)NCCN2CCN(c3cccc(Cl)c3)CC2)c2c3ccccc3n(C)c2c1=O,i,-25
O=c1ccn(-c2cccc(C(F)(F)F)c2)nc1-c1ccn(-c2cccc(Cl)c2)n1,i,-26
CCN1CCCC1CNS(=O)(=O)c1ccc(F)c(Cl)c1 (stereo not given),i,12
O=C(c1cc(Cl)nc2ccccc12)N1CCN(S(=O)(=O)c2cccc(C(F)(F)F)c2)CC1,i,-13
Cc1oc(-c2ccc(Cl)cc2)nc1CN1CCC(C(=O)NCc2cccnc2)CC1,i,0
CC(=O)c1cccc(NC(=S)NC(=O)c2ccc(C)cc2Cl)c1,i,-27
NS(=O)(=O)c1cccc(NC(=O)CSc2nc3ccc(Cl)cc3[nH]2)c1,i,1
CC(C)=N/N=C1/NC(=O)C(CC(=O)Nc2cc(Cl)ccc2C)S1 (stereo not given),i,-2
Cn1c(N2CCC(C(N)=O)CC2)nc2c1c(=O)n(Cc1ccc(Cl)cc1)c(=O)n2C,i,-21
Cc1[nH][nH]c(=O)c1C(c1c(C)[nH][nH]c1=O)c1cn(Cc2ccc(Cl)c(Cl)c2)c2ccccc12,i,-20
COc1ccc(C(=O)N2CCCC(CNC(=O)c3ccccc3Cl)C2)o1 (stereo not given),i,-17
COc1ccc2nc(Cl)c(C3CC(c4ccco4)=NN3C(=O)CCC(=O)O)cc2c1 (stereo not given),i,-3
Cc1cc(NC(=O)COC(=O)C2CC(=O)N(c3ccc(Cl)cc3)C2)no1 (stereo not given),i,-11
CN1CCN(S(=O)(=O)c2ccc(Cl)cc2)CC1,i,-8
